# Assay outcomes as filed in PubChem.
# HttQ103 aggreg – reduces HttQ103-GFP aggregates in PC12 cells; 220,000 compounds, 1.1% hits; PC12 HttQ103-GFP aggregates, Acumen cytometry, 40 h; Potency, µM (highest dose often 46.1 µM), inactives show top-dose activity change, negative = inhibition, hits mostly inhibitors; also: % is scaled to controls: 0 for no effect and ±100 for the full control effect; nearly all actives have a fitted effect of over 60% in size
#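 Steps: seed 1500 PC12 HTTQ103-GFP cells/well; add tebufenozide, 100 nM final; add compound titration; add ATPLite reagent; quantify GFP aggregates by laser scanning cytometry.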
# HTT ATP protect – cytoprotection in Huntington HTT-Q103 PC12 cell model; PC12 HTT-Q103 induced, cytoprotection, ATP luminescence, 40 h; Potency, µM (series often up to 56.4 µM), for the others: cytoprotection (ATP increase), hits mostly activators; 230,000 compounds, 0.14% hits;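 also: % of control where 0% means no effect; nearly all actives have a fitted effect of over 45% in size; toxic huntingtin expression switched on by the ecdysone agonist tebufenozide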
#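 Compounds were screened for protection of PC12 cells against cell death after tebufenozide induction (100 nM final) of mutant Huntingtin exon 1 (Q103) fused to GFP.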
# Tau fluor cs – counter-screen for tau fibril formation inhibitors. tau K18 P301L Alexa594 fluorescence, heparin fibrillization. Potency, µM (top dose mostly 57.7 µM), without a hit: at the highest dose activity change, negative = decrease. 280,000 compounds, 0.93% hits. AID 1463; also: % is scaled to controls: 0 for no effect and ±100 for the full control effect; nearly all actives have a fitted effect of over 55% in size
#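 Human K18 P301L tau (15 uM unlabeled plus 0.24 uM Alexa 594-labeled, final) in 100 mM sodium acetate pH 7 was mixed with compound and 20 uM heparin and incubated 6 hr at 37 C.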
# JMJD2E inh – blocks human JMJD2E demethylase activity. B2RXH2. JMJD2E catalytic domain, FDH-coupled NADH fluorescence (FDH is formaldehyde dehydrogenase). Potency, µM (top dose mostly 57.1 µM), for inactives: at the highest dose activity change, negative = inhibition, hits mostly inhibitors. 230,000 compounds, 1.6% hits. AID 2147; active = well fitted inhibition curve with a large enough effect, not every such curve was filed as active; inconclusive = small, poorly fitted or top-dose-only effect, or another doubt; inactive = no such curve, though single readings can be large or run the other way;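 also: 0% = wells with enzyme and -100% = buffer wells without enzyme; nearly all actives have a fitted effect of over 50% in size; many of its hits are not listed in these tables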
# Target sequence (B2RXH2 1-337 limits assumed): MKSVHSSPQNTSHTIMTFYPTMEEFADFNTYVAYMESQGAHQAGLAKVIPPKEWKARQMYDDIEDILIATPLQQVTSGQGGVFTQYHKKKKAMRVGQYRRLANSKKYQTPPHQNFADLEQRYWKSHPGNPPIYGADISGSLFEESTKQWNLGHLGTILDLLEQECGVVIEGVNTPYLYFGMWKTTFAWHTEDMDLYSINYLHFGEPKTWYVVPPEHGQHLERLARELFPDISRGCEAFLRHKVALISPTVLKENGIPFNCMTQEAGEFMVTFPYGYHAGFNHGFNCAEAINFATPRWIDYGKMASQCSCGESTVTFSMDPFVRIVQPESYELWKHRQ
# Tau fibril FP – blocks human tau fibril formation measured by polarization; P10636; K18 P301L tau heparin fibrillization, Alexa594 FP, 6 h; Potency, µM (titrated, usually from 57.7 µM), for inactives: at the top dose activity, negative = inhibition, most hits filed as inhibitors; 280,000 compounds, 0.39% hits; AID 1468; also: % is scaled to controls: 0 for no effect and ±100 for the full control effect; nearly all actives have a fitted effect of over 55% in size
# Target sequence (P10636 561-689 P618L limits assumed): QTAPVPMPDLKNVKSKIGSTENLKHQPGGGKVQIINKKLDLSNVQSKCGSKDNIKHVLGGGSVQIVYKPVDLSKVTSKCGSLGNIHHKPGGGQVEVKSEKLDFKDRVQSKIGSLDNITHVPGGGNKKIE
#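 Human K18 P301L fragment (15 uM unlabeled plus 0.24 uM Alexa 594-labeled) in 100 mM sodium acetate pH 7 with compound, aggregation induced by 20 uM heparin for 6 hr at 37 C. ThT (30 uM) added for 1 hr, then Alexa 594 FP read.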
# ALDH1A1 block – inhibitors of human aldehyde dehydrogenase 1A1; P00352; Purified ALDH1A1, NADH fluorescence, propionaldehyde substrate; Potency, µM (doses to about 75.3 µM), inactives show at the top dose activity, negative = inhibition, most hits filed as inhibitors; 220,000 compounds, 7.3% hits; AID 1030; active = well fitted inhibition curve with a large enough effect, not every such curve was filed as active; inconclusive = small, poorly fitted or top-dose-only effect, or another doubt; inactive = no such curve, though single readings can be large or run the other way;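 also: plate controls were no enzyme wells and a reference inhibitor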
# Target sequence (P00352 whole entry, looked up): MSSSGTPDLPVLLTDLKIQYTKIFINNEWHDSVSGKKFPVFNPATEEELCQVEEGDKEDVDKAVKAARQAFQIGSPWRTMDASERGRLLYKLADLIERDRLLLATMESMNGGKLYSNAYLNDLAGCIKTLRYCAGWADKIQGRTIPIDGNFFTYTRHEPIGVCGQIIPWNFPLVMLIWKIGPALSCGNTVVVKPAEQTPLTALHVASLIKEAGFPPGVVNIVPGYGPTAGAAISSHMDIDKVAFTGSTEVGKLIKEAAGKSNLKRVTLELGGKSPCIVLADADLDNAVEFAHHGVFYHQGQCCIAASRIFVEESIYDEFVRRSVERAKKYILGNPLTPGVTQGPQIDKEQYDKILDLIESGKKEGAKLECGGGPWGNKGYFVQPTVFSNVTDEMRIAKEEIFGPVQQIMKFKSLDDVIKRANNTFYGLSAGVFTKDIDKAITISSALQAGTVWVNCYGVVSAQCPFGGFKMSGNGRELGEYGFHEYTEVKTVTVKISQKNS
# SMN2 splice up – increases expression of the SMN2 splice variant. 210,000 compounds, 2.8% hits. HEK293 SMN2-luciferase splicing reporter, luminescence, 30-36 h. Potency, µM (doses to about 46.1 µM), without a hit: top-dose activity change, positive = activation, most hits filed as activators; also: % of control where 0% means no effect; nearly all actives have a fitted effect of over 55% in size
#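 HEK293 cells carry an SMN2 […]–luciferase reporter in which exon 7 inclusion puts luciferase in frame. Cells were plated 10-12 h before compound addition, then incubated 30-36 h at 37C. ONE-Glo luminescence was read; sodium butyrate at 4.5 mM final served as control.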
# Tau fibril ThT – inhibitors of human tau fibril formation, thioflavin T binding; 270,000 compounds, 2.1% hits; P10636; Potency, µM (titrated, usually from 57.4 µM), without a hit: at the highest dose activity, negative = inhibition, usual class: inhibitors; recombinant tau K18 P301L, heparin-induced fibrillization, ThT fluorescence; AID 1460; also: % is scaled to controls: 0 for no effect and ±100 for the full control effect; nearly all actives have a fitted effect of over 55% in size
#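 Fibril formation assay: tau K18 P301L at 15 uM with trace Alexa 594 label, heparin inducer 20 uM, pH 7 sodium acetate buffer, 37 C for 6 hr; endpoint ThT signal.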
# * marks the source's active call; other numbers are inactive results; ? = inconclusive; nt = not tested or not shown; & = joins results of further samples; [ ] = remark or other dose. Unless noted, calls follow the shape of the dose curve; as a rule, active = well fitted curve in the direction sought with a large enough effect; inconclusive = small, poorly fitted or top-dose-only effect, or another doubt; inactive = no such curve, though single readings can be large; an effect the other way counts as inactive or inconclusive. Potency is read from the fitted curve at half-maximal effect. This is a subset; rates above refer to the full screens.
SMILES,HttQ103 aggreg,HTT ATP protect,Tau fluor cs,JMJD2E inh,Tau fibril FP,ALDH1A1 block,SMN2 splice up,Tau fibril ThT
CC1(C)C(C(=O)NCc2ccco2)C1(C)C,-1%,-8%,-1%,1%,-2%,?,-3%,-14%
CC(=O)OC1CCC2(C)C3=C(CCC2C1(C)C)[C@@]1(C)CCC(C(C)CCC=C(C)C)[C@@]1(C)CC3 (some centres not stated),nt,-17%,-7%,3%,-4%,4%,-2%,-12%
CC(=O)OC1(c2ccccc2)CCN(C2CCCCC2)CC1C (configuration not stated),-6%[9.22 µM],12%[10 µM],-2%,5%,0%,-1%,nt,-1%
N#CCCn1cc(C(=O)Nc2ccc(F)cc2)c(-c2ccc([N+](=O)[O-])cc2)n1,5%,24%[10 µM],-10%,1%,-9%,1%,-11%,-1%
O=C(Nc1ccccc1)N1CC2CC(C1)c1cccc(=O)n1C2 (configuration not stated),6%,-19%,3%,-3%,-5%,4%,-2%,-3%
Cc1c(O)c(=O)ccn1C,-10%,2%[10 µM],-9%,7.9µM*,-10%,-2%,-21%,-13%
C#CCOCOCC#CCN(CC)CC,14%,15%,0%,4%,2%,?,-8%,-6%
O=C(Nc1ccncc1)c1cccn(Cc2ccccc2)c1=O,?,-10%,1%,?,-6%,-5%,-75%[inhibitor],0%
O=C(CN1CCCCC1)c1cccc(Br)c1,1%,-7%[10 µM],-6%,-3%,5%,1.4µM*,?,-14%
COC[C@H]1OC(=O)c2coc3c2[C@@]1(C)C1=C(C3=O)[C@@H]2CCC(=O)[C@@]2(C)C[C@H]1OC(C)=O,nt,-188%[inhibitor],?,nt,25µM*,?,-24%,14µM*
CC(=NCCCO)c1c(O)n(Cc2ccccc2)c(=O)[nH]c1=O,10%,-11%[10 µM],4%,9%,6%,?,-8%,-4%
CN(C)c1ccc(C=C2C(=O)NC(=O)NC2=O)cc1[N+](=O)[O-],-7%,-27%,-19%,2%,-11%,?,nt,?
C[C@H]1CCC[C@@H](O)CCC/C=C/c2cc(O)cc(O)c2C(=O)O1,-7%,-51%[inhibitor][10 µM],-2%,7%,0%,-12%,-65%[inhibitor],2%
COc1cccc(-n2c(/C=C/c3ccc(O)c(O)c3)nc3ccccc3c2=O)c1,12%[9.22 µM],-14%[10 µM],?,32µM*,10%,25µM*,nt,?
C(#CCN1CCOCC1)COCC#Cc1ccccc1,-6%,15%[1.9 µM],3%,3%,10%,-5%,15%,-5%
NC(C(=O)O)c1cc(=O)[nH]o1 (configuration not stated),nt,-63%[inhibitor],1%&10%,8%,-2%&7%,4%&2%,-5%&-6%,-2%&8%
CC(=O)O[C@H]1C(=O)[C@@]2(C)C([C@H](OC(=O)c3ccccc3)[C@]3(O)C[C@H](OC(=O)[C@H](O)[C@@H](NC(=O)c4ccccc4)c4ccccc4)C(C)=C1C3(C)C)[C@]1(OC(C)=O)CO[C@@H]1C[C@@H]2OC(=O)[C@H](C)NC(=O)c1ccc(-c2c3ccc(=O)cc-3oc3cc(O)ccc23)c(C(=O)O)c1 (some centres not stated),nt,-150%[inhibitor][10 µM],?,nt,-3%[11.6 µM],0%[13.5 µM],nt,?
c1cncc(CNC2=NCCC2)c1,-3%,10%,-5%,9%,3%,6%,-8%,-12%
CC(C)(C)c1[nH]nc2c1C(c1ccoc1)C(C#N)=C(N)O2 (configuration not stated),9%,11%,-12%,0%,-7%,16µM*,20%,-22%
O=C(C(=O)N1CCOCC1)c1cn(Cc2c(F)cccc2Cl)c2ccccc12,-5%,-27%,-12%,2%,-7%,4%,nt,-10%
CCN(CC)P(=O)(/C=C(\Cl)c1ccccc1)/C=C(\Cl)c1ccccc1,-6%,7%,-3%,-8%,0%,0%,-1%,-3%
CCCNc1oc(-c2cccc3ccccc23)nc1C#N,-14%,-20%,-19%,?,1%,?,?,-3%
COC(=O)[C@@H]1C[C@H](OC(C)=O)C(=O)[C@H]2[C@@]1(C)CC[C@H]1C(=O)O[C@H](c3ccoc3)C[C@]21C,nt,-5%,-3%,nt,-5%,3%,nt,-10%
CN1CCN(/N=C/c2c[nH]c3ccccc23)CC1,-7%[9.22 µM],-6%[10 µM],-7%,9%,-3%,nt,nt,-2%
COc1cc(C(=O)NCCSc2c(-c3ccccc3)[nH]c3ccccc23)cc(OC)c1OC,nt,nt,8.9µM*[quencher],nt,-2%,nt,-7%,-9%

# Of the compounds above, three contain a cyano group.
SMILES,HttQ103 aggreg,HTT ATP protect,Tau fluor cs,JMJD2E inh,Tau fibril FP,ALDH1A1 block,SMN2 splice up,Tau fibril ThT
N#CCCn1cc(C(=O)Nc2ccc(F)cc2)c(-c2ccc([N+](=O)[O-])cc2)n1,5%,24%[10 µM],-10%,1%,-9%,1%,-11%,-1%
CC(C)(C)c1[nH]nc2c1C(c1ccoc1)C(C#N)=C(N)O2 (configuration not stated),9%,11%,-12%,0%,-7%,16µM*,20%,-22%
CCCNc1oc(-c2cccc3ccccc23)nc1C#N,-14%,-20%,-19%,?,1%,?,?,-3%

# Three records drawn at random from the list so far:
SMILES,HttQ103 aggreg,HTT ATP protect,Tau fluor cs,JMJD2E inh,Tau fibril FP,ALDH1A1 block,SMN2 splice up,Tau fibril ThT
CC(=O)OC1CCC2(C)C3=C(CCC2C1(C)C)[C@@]1(C)CCC(C(C)CCC=C(C)C)[C@@]1(C)CC3 (some centres not stated),nt,-17%,-7%,3%,-4%,4%,-2%,-12%
CN1CCN(/N=C/c2c[nH]c3ccccc23)CC1,-7%[9.22 µM],-6%[10 µM],-7%,9%,-3%,nt,nt,-2%
CC(=O)O[C@H]1C(=O)[C@@]2(C)C([C@H](OC(=O)c3ccccc3)[C@]3(O)C[C@H](OC(=O)[C@H](O)[C@@H](NC(=O)c4ccccc4)c4ccccc4)C(C)=C1C3(C)C)[C@]1(OC(C)=O)CO[C@@H]1C[C@@H]2OC(=O)[C@H](C)NC(=O)c1ccc(-c2c3ccc(=O)cc-3oc3cc(O)ccc23)c(C(=O)O)c1 (some centres not stated),nt,-150%[inhibitor][10 µM],?,nt,-3%[11.6 µM],0%[13.5 µM],nt,?

# The listing continues:
SMILES,HttQ103 aggreg,HTT ATP protect,Tau fluor cs,JMJD2E inh,Tau fibril FP,ALDH1A1 block,SMN2 splice up,Tau fibril ThT
CCOc1ccc2nc(N=Nc3c(O)[nH]c(=S)[nH]c3=O)sc2c1,-7%,-82%[inhibitor],?,-6%,-1%,-2%,3%,2.2µM*
Cc1cccc(C)c1NC(=O)CN(C)CC(=O)Nc1ccc(C#N)c(Cl)c1,-30%,-2%,-21%,4%,-9%,?,-26%,-9%
O=C1NC(=O)N(Cc2cccs2)C(=O)/C1=C/c1ccc(N2CCOCC2)cc1,0%,-41%[inhibitor],-25%,?,-7%,7.1µM*,-12%,?
CC(C)NC(=O)Cn1cc(C(=O)c2ccccc2F)c2ccccc21,23%,-11%,-7%,4%,-2%,?,-20%,-4%
C[C@](N)(CCP(=O)(O)O)C(=O)O,nt,?,-7%&-9%,6%,?,?,-13%,-3%&-4%
C=CCn1c(O)c(/C(C)=N/NC(=S)Nc2ccccc2)c(=O)[nH]c1=O,-17%[9.22 µM],17%[10 µM],?,?,-7%,nt,nt,?
CC(C)c1cccc(O)c(=O)c1,?,-15%&-92%,-17%&-24%&-15%,7.9µM*,2%&-14%&-4%,5%&-6%,-55%&-17%[inhibitor],?
COc1ccc(C(=O)CN2CCCCC2)cc1,-12%,3%,7%,3%,8%,?,15%,-4%
c1cncc([C@H]2CCCCN2)c1,nt,-7%[1.9 µM],3%,5%,-3%,5%,nt,3%
COC(=O)c1ccc(N2C(=O)CC(N3CCC(O)(c4ccc(Br)cc4)CC3)C2=O)cc1 (configuration not stated),-6%,-11%,-17%,2%,-10%,3.2µM*,-19%,?
C/C(CC(=O)N1CCN(C=O)CC1)=N\NC(=O)c1cccc([N+](=O)[O-])c1,12%[9.22 µM],37%[10 µM],1%,2%,-2%,25µM*,-5%,-15%
Nc1ccc(N=Nc2ccccc2)cc1,?,nt,-6%,-3%,13%,7%,25%,?
CC(C)=CCCC1(C)C=Cc2c(O)c3c(c(CC=C(C)C)c2O1)OC12C(CC4CC1C(C)(C)OC2(C/C=C(/C)C(=O)O)C4O)C3=O (configuration not stated),nt,3.2µM*,-17%,?,-3%,?,-25%,?
C=CCn1c(O)c(C(C)=NCCCO)c(=O)[nH]c1=O,5%,4%[0.074 µM],2%,4%,-3%,-8%,6%,-5%
CC(=O)Nc1cc(C(=O)N2CCC3(CC2)OCCO3)ccc1Sc1ccc(F)cc1,-10%,-24%,1%,-10%,3%,3µM*,-8%,0%
Nc1ccccc1-[n+]1c(-c2ccccc2)cc(-c2ccccc2)cc1-c1ccccc1,-19%[9.22 µM],-35%[10 µM],9%,-3%,-1%,-2%,nt,?
CC(=O)OC1N=C(c2ccccc2)c2cc(Br)ccc2NC1=O (configuration not stated),4%,-4%,1%,5%,9%,2%,-1%,0%
CCC(=NCCc1ccccc1)c1c(O)[nH]c(=O)[nH]c1=O,18%[9.22 µM],9%[10 µM],-18%,1%,-2%,nt,nt,-10%
CC1CCCCC1NC(=O)Cn1nnc2ccccc2c1=O (configuration not stated),8%,-33%,-1%,-7%,-5%,?,16%,2%
COc1ccccc1N1CCN(Cc2cnc(-c3ccccc3)[nH]2)CC1,26%[9.22 µM],30%[10 µM],-3%,-4%,1%,-3%,nt,-5%
COC(=O)c1c(N)n(Cc2ccc(OC)cc2)c2nc3ccccc3nc12,3%,-6%,-29%,?,12%,?,20%,3%
CC(C)Oc1cccc(C(=O)C2CCCN(C3CCOCC3)C2)c1 (configuration not stated),8%[9.22 µM],23%[10 µM],-2%,-13%,-9%,4%,nt,-3%
C/C(O)=C(\C#N)C(=O)Nc1cc(Br)ccc1Br,nt,-32%[inhibitor],2%&3%,-3%,7%&6%,-9%,-2%&-15%,-10%&-7%
CC1(C)C2([N+](=O)[O-])CNCC1([N+](=O)[O-])CNC2,2%,11%[10 µM],0%,2%,5%,14%,-4%,0%
Cn1nc(OC(=O)Nc2ccc(Cl)cc2)cc1C(F)(F)F,-7%,-2%,-19%,-2%,?,6%,?,-9%
CN(C)C(=O)Oc1cc(OC(=O)N(C)C)cc([C@@H](O)CNC(C)(C)C)c1,16%[20.6 µM],?,nt,5%[25.5 µM],nt,3%[20.9 µM],-10%[20.6 µM],nt
